Source: PubChem BioAssay (several laboratories)
Mtb BioA inh: inhibitors of Mycobacterium tuberculosis BioA enzyme; purified M. tuberculosis BioA enzyme, plate reader; inhibition, % at 9.99 µM; actives 0.096% (n = 360,000); AID 602481; in the data active = inhibition above about 40%; inconclusive = no clear call, values can overlap the other calls
PrPC surface inh: inhibitors of human cell surface prion protein PrPC; P04156; TR-FRET read-out; inhibition, % at 13.8 µM; actives 0.43% (n = 370,000); AID 720596; in the data active = inhibition above about 24%; note: 0% = median of the test wells and 100% = reference compound wells
BoNT F protease: inhibitors of Botulinum neurotoxin F light chain protease | Multiplex microsphere protease cleavage assay, flow cytometry | inhibition, % at 10 µM | actives 0.22% (n = 360,000) | AID 588497; in the data active = inhibition above about 35%, passing the limit was not always enough; inconclusive = no clear call, values can overlap the other calls; note: plate controls were buffer without enzyme for full effect and enzyme alone for no effect
Mtb FBA inh: inhibits M. tuberculosis FBA enzyme; P9WQA3; purified M. tuberculosis FBA, fluorescence read-out; inhibition, % at 1 µM; actives 2.3% (n = 360,000); AID 588726; in the data active = inhibition above about 27%;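 note: 0% = vehicle and 100% = reference inhibitor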
Target sequence (P9WQA3 whole entry, looked up): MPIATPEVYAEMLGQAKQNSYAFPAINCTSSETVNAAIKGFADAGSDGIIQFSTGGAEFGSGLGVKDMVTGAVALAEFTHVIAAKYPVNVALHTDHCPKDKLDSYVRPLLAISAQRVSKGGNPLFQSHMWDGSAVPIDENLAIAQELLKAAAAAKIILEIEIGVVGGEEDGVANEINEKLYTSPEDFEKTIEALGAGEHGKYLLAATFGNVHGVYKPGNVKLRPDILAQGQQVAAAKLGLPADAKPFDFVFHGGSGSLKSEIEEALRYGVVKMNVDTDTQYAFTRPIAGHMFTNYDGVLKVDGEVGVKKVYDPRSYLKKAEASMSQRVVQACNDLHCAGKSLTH
CCHF vOTU inh: blocks the CCHF virus ovarian tumor domain protease; CCHFV vOTU protease, Pep-AMC fluorescence; inhibition, % at 11.5 µM; actives 0.55% (n = 370,000); AID 651958; note: 0% = vehicle wells with enzyme and 100% = no enzyme wells
BoNT-A LC inh2: inhibitors of Botulinum neurotoxin A light chain protease; multiplex microsphere protease substrate cleavage, flow cytometry; inhibition, % at 10 µM; actives 0.17% (n = 360,000); in the data active = inhibition above about 30%; inconclusive = no clear call, values can overlap the other calls; note: plate controls were buffer without enzyme for full effect and enzyme alone for no effect
GDH-TPI inh: GDH-TPI coupled enzyme inhibition counter-screen. actives 1.2% (n = 360,000). GDH-TPI coupled enzyme counterscreen, NADH absorbance. inhibition, % at 4.8 µM;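 note: 0% = DMSO wells and 100% = wells lacking the enzyme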
UGM FP inh: Mtb UDP-galactopyranose mutase inhibition; P9WIQ1; purified UGM, fluorescence polarization probe displacement; inhibition, % at 10 µM; actives 0.06% (n = 320,000); in the data active = inhibition above about 10%, passing the limit was not always enough; inconclusive = no clear call, values can overlap the other calls
Target sequence (P9WIQ1 whole entry, looked up): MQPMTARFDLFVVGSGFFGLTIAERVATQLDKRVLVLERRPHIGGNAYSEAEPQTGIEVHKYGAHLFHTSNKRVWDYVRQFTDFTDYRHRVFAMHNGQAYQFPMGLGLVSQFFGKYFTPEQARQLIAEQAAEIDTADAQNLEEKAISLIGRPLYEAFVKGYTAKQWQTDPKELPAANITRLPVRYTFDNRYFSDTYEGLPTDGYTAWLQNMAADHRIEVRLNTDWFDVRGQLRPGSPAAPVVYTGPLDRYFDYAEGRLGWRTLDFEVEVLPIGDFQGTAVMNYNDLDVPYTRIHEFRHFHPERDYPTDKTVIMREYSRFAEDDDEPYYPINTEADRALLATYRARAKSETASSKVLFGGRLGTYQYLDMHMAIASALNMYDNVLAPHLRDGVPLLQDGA
FadD28 binding: inhibitors of Mycobacterium tuberculosis FadD28 bisubstrate binding. FadD28 bisubstrate probe binding, fluorescence polarization. inhibition, % at 12.5 µM. actives 0.22% (n = 360,000); in the data active = inhibition above about 8.5%, passing the limit was not always enough; inconclusive = no clear call, values can overlap the other calls
* hit, by the source's call; ? = inconclusive; . = no result given; & = joins results of further samples. Cut-off read from the data, not from the text of the source, unless noted: active = inhibition above about 30%; inactive = the rest.

SMILES	Mtb BioA inh	PrPC surface inh	BoNT F protease	Mtb FBA inh	CCHF vOTU inh	BoNT-A LC inh2	GDH-TPI inh	UGM FP inh	FadD28 binding
CC1CN(c2nc(Nc3ccccc3)nc(N)c2[N+](=O)[O-])CC(C)O1 (configuration not stated)	1.2	-24.0	5.1	2.3	-4.0	2.8	11.5	6.6	-1.4
CC(C)C(=O)N1CCN(c2ccccc2NC(=O)c2ccc([N+](=O)[O-])o2)CC1	0.5	-1.4	-6.2	-0.1	6.2	-0.2	8.8	1.3	-1.4
CCOc1cc(N2CCOCC2)c(OCC)cc1NC(=O)C1CCCC1	-1.8	-0.3	-0.6	-0.5	-0.1	-0.9	-4.3	-2.1	-0.6
O=C(NCc1ccccc1)c1cc(C2CCCN(C(=O)CCCc3ccccc3)C2)on1 (configuration not stated)	-0.2	-4.2	2.3	-4.8	0.5	0.1	5.5	.	-4.5
O=C(CSc1ccc(Cl)cc1)NNC(=O)c1ccncc1	-1.3	3.3	-2.8	0.2	13.1	-0.3	7.0	.	-2.8
CSCC[C@H](NC(=O)N1CCn2c1nc1ccccc12)C(=O)NCc1ccco1	0.5	1.6	-1.6	1.9	-15.7	0.3	-7.9	-1.3	-3.2
Fc1ccc(Nc2nnns2)cc1	.	1.9	-4.4	1.3	-5.3	-0.2	-7.2	-3.8	-1.9
CCc1nc(SCC(=O)N2CCCC2)c2c(=O)n(C)c(=O)n(C)c2n1	2.8	1.4	-7.7	-1.7	0.2	-6.9	-4.1	1.0	-4.3
N#Cc1ccc(CN2CCN(C(=O)CNS(=O)(=O)c3ccc4c(c3)OCCCO4)CC2)cc1	-1.2	3.3	6.8	3.7	8.6	-0.1	14.5	0.3	-2.4
O=C1CSC(=S)N1/N=C/c1cc(Br)c(O)c(Br)c1	-8.9	.	-8.5	-20.3	.	-1.4	20.7	-10.3	2.9
Cc1nc2sc(C(c3cccs3)N3CCN(c4ccccc4)CC3)c(O)n2n1 (configuration not stated)	-5.1	-5.7	-9.6	4.1	-4.7	-0.9	2.7	-2.5	-0.8
CCOC(=O)C1=C(C)Nc2ccccc2N=C1N	.	2.4	0.5	-1.2	5.2	-0.4	-6.5	0.2	-4.4
O=c1[nH]nc(Cc2ccc3ccccc3n2)c2ccccc12	0.7	5.6	-2.3	-4.9	-4.1	-0.2	5.8	-1.8	-4.1
Cc1cc(Cl)ccc1NC(=S)NCc1ccco1	.	6.3	-0.6	1.6	-5.7	0.9	-1.9	-2.2	-2.2
Cc1ccc(C2C3=C(CC(C)(C)CC3=O)NC3=C2C(=O)c2ccccc23)cc1 (configuration not stated)	.	-23.9	-9.1	-0.2	-6.0	-0.2	5.6	-1.3	-0.9
CCN(CC(=O)Nc1c(F)cccc1F)C(=O)CCc1nc2ccccc2c(=O)[nH]1	.	0.3	-7.0	3.2	4.8	-1.7	0.3	2.5	-3.2
CN(C)/C=C/c1onc(-c2c(F)cccc2Cl)c1C#N	-0.7	-0.6	1.7	-1.8	12.6	-0.3	31.4*	-2.5	-2.9
O=C1CC(SC(=NCc2ccc3c(c2)OCO3)Nc2ccccc2)C(=O)N1 (configuration not stated)	-3.3	-3.7	-3.5	-1.0	3.1	0.1	10.1	0.2	-2.3
CCN(CC)c1cc2nc(C)n(Cc3ccccc3)c(=O)c2cc1NC(=O)C1CC1	3.5	3.7	-13.6	0.2	18.0	0.0	10.1	-1.7	-5.7
CC1(C(=O)NCCc2ccccc2)Cc2c(-c3ccccc3)ccnc2O1 (configuration not stated)	-0.8	7.4	-4.0	5.3	10.5	-0.1	5.3	.	-0.8
C[C@H](CO)N1C[C@H](C)[C@H](CN(C)Cc2ccccc2)Oc2c(NC(=O)Nc3ccc(F)cc3)cccc2C1=O	2.1&-1.1	7.3	-4.4	1.3	4.1	-0.1	-2.6	1.4	-5.8
O=C(CCC(=O)NNC(=O)COc1ccc(Br)cc1)NCc1ccccc1	.	-3.5	-6.1	0.9	15.9	-1.1	3.8	-1.2	-0.9
O=C(c1c(O)c2ccccc2oc1=O)C1CCC1	-0.5	4.0	-2.4	0.9	2.6	-0.2	-1.4	-0.9	-2.8
O=C(CN1CCN(S(=O)(=O)c2ccccc2)CC1)N1CCCCC1	-0.6	-4.6	-3.6	-1.5	17.4	-1.0	-11.9	1.3	-3.7
COC(=O)c1[nH]c2cccc(C)c2c1NC(=O)CN1CCCc2ccccc21	1.8	0.1	-30.3	11.8	8.2	4.1	6.7	-0.4	0.1
Next section:
SMILES	Mtb BioA inh	PrPC surface inh	BoNT F protease	Mtb FBA inh	CCHF vOTU inh	BoNT-A LC inh2	GDH-TPI inh	UGM FP inh	FadD28 binding
COc1ccc(-c2cc(-c3nnc(COC(=O)C4CC4)o3)c3ccccc3n2)cc1OC	.	-31.2	0.4	8.8	-23.0	20.0	12.2	-0.5	-1.9
COc1cc(C2C(C#N)=C(SC)NC3=C2C(=O)CCC3)ccc1O (configuration not stated)	19.5	-4.9	-3.0	1.9	7.3	-0.1	3.4	-0.5	-3.3
CCNc1nc(Cl)nc(NNC(=O)C(C)Oc2ccccc2)n1 (configuration not stated)	-1.5	-5.3	1.5	0.9	-23.7	-0.4	8.7	3.4	-1.4
COc1cccc(NC(=O)COC(=O)CCSc2ccccc2)c1	0.8	-3.0	-0.1	-1.1	6.5	0.4	2.2	-0.9	2.9
COc1ccc(-c2cc(C(=O)Nc3ccc(Cl)cc3Cl)c3ccccc3n2)cc1OC	.	-8.0	-17.6	3.2	-15.8	0.1	2.2	1.1	-1.7
COc1ccc(CCNC(=O)c2ccn[nH]2)cc1OC	0.2	-0.1	-6.7	-2.6	2.8	-0.1	4.5	2.2	-0.5
N#Cc1cc(S(=O)(=O)c2ccc(Cl)cc2)c(N)[nH]c1=O	0.3	3.8	-9.7	12.2	0.7	-1.3	-0.9	1.1	-3.6
Cc1ccc(S(=O)(=O)N2CCOCC2)cc1C(=O)OC1CCOC1=O (configuration not stated)	-0.5	2.0	.	3.1	1.9	.	0.3	.	-0.4
CC(=O)Nc1ccc(NC(=O)c2cccc(S(=O)(=O)N(C)C3CCCCC3)c2)cc1	-1.5	5.7	8.3	-0.3	13.9	4.2	1.8	-1.6	-1.4
COCc1nnc(NC(=O)CC(C)c2ccccc2)s1 (configuration not stated)	-1.0	-2.5	10.5	2.9	-1.2	0.5	-1.8	0.7	-1.1
CCNC(=O)COC(=O)/C=C/c1cccs1	2.2	0.0	-1.3	2.7	2.2	0.2	15.2	0.5	-1.5
CC(C)CC1C(C#N)=C(N)Oc2n[nH]c(-c3ccccc3)c21 (configuration not stated)	6.7	-4.3	-2.3	-5.4	-1.7	1.0	3.5	2.8	-6.3
O=C(CN1CCNCC1)NCCSc1ccc(Cl)cc1	.	0.8	-3.4	-1.0	3.1	-0.4	0.6	0.3	0.4
C/C=C/C1=CC(=O)C[C@H](c2ccc3c(c2)OCO3)C1	1.7	4.1	-6.4	-0.5	6.0	-0.5	9.0	-2.5	0.7
Cc1cc(C)c2sc(N(CCN(C)C)C(=O)c3cc(Cl)sc3Cl)nc2c1	.	1.7	.	2.6	12.0	.	3.9	0.1	-1.8
CC(C)OCCCn1c(-c2ccc(Br)cc2)c[nH]c1=S	.	-2.9	2.0	3.6	10.8	-0.2	5.3	2.4	-3.1
CN1CCN(C(=O)CCc2nc3ccccc3c(=O)[nH]2)CC1	.	-2.5	-2.9	-0.8	17.4	-0.2	-6.9	1.6	-3.7
CCCCCNCC(=O)Nc1cccc(C(=O)Nc2cccc(C(F)(F)F)c2)c1	.	-13.8	-12.6	1.7	-4.7	-0.3	-8.6	0.4	-11.4
COc1cc(CN2CCC(N3CCC(C(=O)N4CCCC4)CC3)CC2)cc2c1OCO2	-5.4	-2.2	-3.1	3.8	-14.4	-0.1	-3.1	-1.0	-0.6
CCCNC(=O)c1cc(S(=O)(=O)N2CCCCC2)c[nH]1	-0.3	.	0.1	0.5	.	-0.8	4.7	1.7	0.4
O=[N+]([O-])c1ccccc1-c1cc(-c2ccccc2O)n[nH]1	2.0	-15.3	5.3	0.6	16.6	0.8	5.7	3.1	-5.3
CSCCC(NC(=O)c1ccccc1Br)C(=O)N1CCN(C/C=C/c2ccccc2)CC1 (configuration not stated)	0.2	-6.9	-0.4	-0.5	12.4	-0.1	2.1	.	-2.9
COC(C[C@@H]1O[C@@H]1C(=O)[C@H](C)OCc1ccccc1)OC	-1.5	6.3	0.5	-2.4	-3.5	-0.6	5.2	-0.9	-2.4
OC[C@@H]1[C@@H](c2ccc(Cl)cc2)C(c2ccc(F)cc2)=NN1c1ccccc1	-0.9	-1.0	-3.6	60.4*	-13.5	0.0	3.1	.	-3.7
C[C@H](CO)N1C[C@H](C)[C@@H](CN(C)Cc2ccc(Cl)c(Cl)c2)OCCCC[C@H](C)Oc2ccc(NC(=O)CCC(F)(F)F)cc2C1=O	-1.1&1.3	-3.5	1.3	-2.9	8.8	-0.2	-11.8	.	-29.4
Further entries follow.
SMILES	Mtb BioA inh	PrPC surface inh	BoNT F protease	Mtb FBA inh	CCHF vOTU inh	BoNT-A LC inh2	GDH-TPI inh	UGM FP inh	FadD28 binding
COc1ccc(CCN(C)C(=O)C2CCN(C(=O)Nc3ccccc3)CC2)cc1OC	.	-6.0	-5.5	6.3	-1.3	1.5	0.7	6.0	0.5
O=C(NNc1c(Cl)cccc1Cl)c1ccno1	1.0	2.2	?	0.7	-2.7	2.6	0.7	0.0	-4.6
O=C(CSc1nc2ccccc2nc1N1CCCCC1)Nc1ccc(F)cc1	-2.3	-6.9	-2.7	2.5	22.0	2.0	5.3	-0.9	-2.2
COc1cc(OC)cc(C(=O)N[C@H](C(=O)OCC(=O)NC(=O)NC(C)(C)C)C(C)C)c1	0.0	8.5	-6.2	3.9	10.7	-0.6	7.3	-2.1	-3.2
O=C(Nc1ccc(N2CCN(C(=O)c3ccccc3)CC2)cc1)c1ccc2c(c1)OCO2	-1.6	23.8	-57.5	-3.4	-8.5	0.9	0.5	-1.5	-0.7
COc1ccc(CN2C(=O)CCC2(C)c2nnnn2-c2ccc3c(c2)OCCO3)cc1 (configuration not stated)	.	-1.5	-16.3	.	0.0	-0.5	.	.	.
COc1ccc(NC(=O)CN2CCc3ccccc3C2)cc1OC	0.1	-2.0	-8.4	2.4	3.2	0.7	4.9	3.0	-0.8
O=C(COc1cccc(Cl)c1)Nc1ccc2c(c1)CCC2	.	2.6	-6.8	-0.2	2.5	-0.1	7.4	-0.5	-2.5
O=C(Cc1ccccc1F)Nc1ccc2c(c1)CCC2	.	8.1	1.1	1.3	1.3	3.3	2.2	0.6	-2.2
CC(=O)NS(=O)(=O)c1ccc(NC(=O)/C=C/c2ccc(C)o2)cc1	.	6.2	-0.2	7.5	-3.0	-0.5	7.8	0.8	1.2
CN(C)P1(N(C)C)=Nc2c(c(N)nn2C)C(c2ccccc2)=N1	-1.1	-8.1&-1.6	-2.8&-9.6	4.6&-2.3	-7.9&13.1	1.1&-0.6	17.9&7.2	-0.3	-10.4&-6.0
CCOC(=O)C1=C(C)N(C)C(=S)NC1c1ccc(Cl)cc1 (configuration not stated)	1.6	5.0	1.2	-7.4	-5.9	0.8	5.4	1.3	-1.7
Cc1nc(NC(=O)C(C)Oc2cccc(Cl)c2)sc1C(=O)N(C)C (configuration not stated)	.	0.3	8.4	0.6	7.1	0.8	-3.6	-3.5	1.1
Cc1cc(C)c(C)c(OCCCOc2cccc3cccnc23)c1	.	2.1	1.3	1.9	1.8	-0.5	4.9	-0.5	-5.3
Cc1cccc(C(=O)NC(=S)Nc2c(C)n(C)n(-c3ccccc3)c2=O)c1	-1.2	-5.5	?	2.0	-12.8	1.0	2.5	1.1	0.7
COC(=O)N1CCCCC1c1cc(C(=O)Nc2ccccc2Cl)no1 (configuration not stated)	0.6	-1.4	-0.6	1.4	0.5	-0.1	7.1	.	-2.5

Shown with two lines to a compound: entries from further up.
Below each SMILES: Mtb BioA inh | PrPC surface inh | BoNT F protease | Mtb FBA inh | CCHF vOTU inh | BoNT-A LC inh2 | GDH-TPI inh | UGM FP inh | FadD28 binding
COc1cc(CN2CCC(N3CCC(C(=O)N4CCCC4)CC3)CC2)cc2c1OCO2
  -5.4 | -2.2 | -3.1 | 3.8 | -14.4 | -0.1 | -3.1 | -1.0 | -0.6
CCCNC(=O)c1cc(S(=O)(=O)N2CCCCC2)c[nH]1
  -0.3 | . | 0.1 | 0.5 | . | -0.8 | 4.7 | 1.7 | 0.4
